HT1080 IDH1KD tx – HT-1080 IDH1 knockdown cell toxicity (counter line); HT-1080 IDH1 knockdown viability, ATP luminescence, 48 h; Potency, µM (doses to about 46.1 µM), without a hit: top-dose activity, negative = toxicity, usual class: cytotoxic; hit rate 2% among 360,000; AID 686971;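 note: potency is the fitted concentration of half-maximal effect; 0% = DMSO wells and -100% = cell-free medium wells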
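Luminescent ATP read-out (CellTiter-Glo, 10 min at room temperature) after 48 h compound exposure at 37 °C gave viability of IDH1-knockdown HT-1080 cells. Activity was normalised to DMSO and cell-free wells, then fitted as concentration-response curves.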
KB-3-1 cytotox – KB-3-1 parental cell cytotoxicity | hit rate 1.4% among 400,000 | Potency, µM (titrated, usually from 46.1 µM), for inactives: at the top dose activity change, negative = cytotoxic, actives largely listed as cytotoxic | KB-3-1 viability, CellTiter-Glo ATP luminescence, 72 h; note: potency is the fitted concentration of half-maximal effect; % is set by controls: 0 for no effect and ±100 for the full control effect; nearly all actives have a fitted effect of over 60% in size
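Luminescent ATP read-out (CellTiter-Glo) measures survival of drug-naive KB-3-1 cells after 72 h compound exposure at 37 °C. Titration series was screened from lowest to highest concentration, with DMSO vehicle plates as background controls.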
HT1080-NT tox – kills 2HG-producing HT-1080-NT fibrosarcoma cells; AID 686970; HT-1080-NT fibrosarcoma viability, CellTiter-Glo ATP luminescence, 48 h; hit rate 1.6% among 360,000; Potency, µM (top dose mostly 46.1 µM), without a hit: at the top dose activity, negative = less viability, hits mostly cytotoxic;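 note: NT is the 2HG producing partner of a matched IDH1 knockdown line; potency is the fitted concentration of half-maximal effect; 0% = DMSO-treated cells and -100% = media-only wells without cells; nearly all actives have a fitted effect of over 55% in size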
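750 cells/well, RPMI + 5% FBS; 2 h settle, compound pin-transfer, 48 h at 37 degrees C. CellTiter-Glo 10 min RT, luminescence. Normalized to DMSO and media-only wells.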
IL-1B inflam inh – blocks inflammasome-driven IL-1 beta release; AID 743279; activity change, % at 57.5 µM; THP-1 LPS/ATP IL-1B secretion, AlphaLISA, 16 h; active compounds read low; hit rate 4.7% among 360,000; in the data active = activity change below about -50%; inconclusive = mostly about -30% to -49%; note: % is set by controls: 0 for no effect and ±100 for the full control effect
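Secreted IL-1B measured by AlphaLISA bead assay after 16 h compound exposure of THP-1 cells; compounds (final up to 57.5 uM) added 1 h before LPS (250 ng/mL) and ATP (1.25 mM) stimulation; lower signal means less secretion.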
S2 tox – viability counter-screen for ATXN expression inhibitors | S2 cells (HEK-293 line with an ATXN2-luciferase reporter) viability, CellTiter-Fluor protease fluorescence, 24 h | Potency, µM (series often up to 56.7 µM), usual class: cytotoxic | hit rate 0.49% among 400,000; note: potency is the fitted concentration of half-maximal effect; nearly all actives have a fitted effect of over 40% in size
MCF10A rereplic – DNA re-replication induction in MCF 10a cells. MCF 10A DNA re-replication, Hoechst nuclear intensity, 48 h. Potency, µM (top dose mostly 46.1 µM), for the others: at the highest dose activity, positive = re-replication, usual class: activators. hit rate 2.9% among 350,000; note: potency is the fitted concentration of half-maximal effect; % of control where 0% means no effect; nearly all actives have a fitted effect of over 50% in size
ATXN2 expr inh – reduces ATXN2 reporter expression in HEK-293 cells; HEK-293 ATXN2-luciferase reporter, luminescence, 24 h; Potency, µM (series often up to 57 µM), inactives show at the highest dose activity change, negative = inhibition, actives largely listed as inhibitors; hit rate 0.72% among 360,000; note: potency is the fitted concentration of half-maximal effect; % is set by controls: 0 for no effect and ±100 for the full control effect; nearly all actives have a fitted effect of over 55% in size
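qHTS (up to 57 uM final) was run with 24 h compound exposure of reporter cells at 37 °C. Each well was multiplexed: SteadyGlo luminescence measured ATXN2-luciferase expression after a fluorogenic Gly-Phe-AFC viability readout (25 uM final).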
HepG2 viability – kills HepG2 cells in TGF-b inhibitor counter-screen | HepG2 CAGA-GFP viability, ATP luminescence, 18 h | Potency, µM (highest dose often 46.1 µM), inactives show top-dose activity change, negative = cytotoxicity, most hits filed as cytotoxic | hit rate 0.76% among 410,000 | AID 588856; note: potency is the fitted concentration of half-maximal effect; some results filed as inactive show a strong effect at the top dose
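HepG2 CAGA-GFP cells (1000/well, DMEM with 1% FBS) received compound, then TGF-beta at 500 pg/mL final, and were incubated 18 hours at 37 degrees C. Viability was read by CellTiter-Glo luminescence. Media-only wells were set as complete cell-killing and DMSO as no toxicity.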
SW480 rerep – inducers of DNA re-replication in SW480 colon cancer cells; AID 624297; hit rate 1.8% among 340,000; SW480 DNA re-replication, Hoechst DNA content imaging, 48 h; Potency, µM (series often up to 46.1 µM), for inactives: top-dose re-replication activation, hits mostly activators; note: potency is the fitted concentration of half-maximal effect; % of control where 0% means no effect; nearly all actives have a fitted effect of over 55% in size
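Quantitative HTS format with DMSO vehicle controls; 48 hr drug incubation at 37 C, then 40 min Hoechst staining and scanning imager measurement at 405 nm excitation.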
Active calls of the source: *; & = joins results of further samples; [ ] = another dose, or the depositor's remark. Unless noted, calls come from the whole dose curve; as a rule, active = well fitted curve in the direction sought with a large enough effect; inconclusive = small, poorly fitted or top-dose-only effect, or another doubt; inactive = no such curve, though single readings can be large; an effect the other way counts as inactive or inconclusive.

How did Cc1ccc(S(=O)(=O)N2C[C@H]3C(=O)C[C@@H](c4cccc(Cl)c4)N(S(=O)(=O)c4ccc(C)cc4)[C@H]3C[C@H]2c2cccc(Cl)c2)cc1 do in these assays?
HT1080 IDH1KD tx: 0%; KB-3-1 cytotox: -4%; HT1080-NT tox: -1%; IL-1B inflam inh: 26; S2 tox: inactive; ATXN2 expr inh: -3%; HepG2 viability: -12%

How did CCOC(=O)c1cnn2c(N)c(C#N)cnc12 do in these assays?
HT1080 IDH1KD tx: -1%; KB-3-1 cytotox: -1%; HT1080-NT tox: 0%; IL-1B inflam inh: -10; S2 tox: inactive; MCF10A rereplic: 1%; HepG2 viability: -49%; SW480 rerep: -7%

What do the screens show for `CC1(C)CC(=O)C(C=NCCc2ccc(O)cc2)=C(O)C1`?
HT1080 IDH1KD tx: -10%; KB-3-1 cytotox: 28%; HT1080-NT tox: 4%; IL-1B inflam inh: -16; S2 tox: inactive; MCF10A rereplic: -4%; ATXN2 expr inh: 5%; HepG2 viability: 7%; SW480 rerep: -1%

What do the screens show for `CCC(C(=O)NCCc1ccc(Cl)cc1)n1ccc2cc(S(=O)(=O)N3CCCCC3)ccc21` (configuration not stated)?
KB-3-1 cytotox: inconclusive; S2 tox: inconclusive; ATXN2 expr inh: -7%; HepG2 viability: -36%

Results for Cc1cccc(-n2cc(CN3CCN(c4ccccn4)CC3)c(-c3cccc(F)c3)n2)c1 ?
HT1080 IDH1KD tx: -5%; KB-3-1 cytotox: inconclusive; HT1080-NT tox: 0%; IL-1B inflam inh: 3; S2 tox: inactive; MCF10A rereplic: 15%; ATXN2 expr inh: 1%; HepG2 viability: -5%; SW480 rerep: -2%

How did CCC(=O)c1ccc(OCC(O)CN2CCN(S(=O)(=O)c3ccc(NC(C)=O)cc3)CC2)cc1 (configuration not stated) do in these assays?
HT1080 IDH1KD tx: -24%; KB-3-1 cytotox: -16%; HT1080-NT tox: -9%; IL-1B inflam inh: -11; S2 tox: inactive; MCF10A rereplic: 13%; ATXN2 expr inh: -15%; HepG2 viability: 5%; SW480 rerep: -6%

Results for CCCn1nc(NC(=O)CC)c2cc3cccc(C)c3nc21 ?
HT1080 IDH1KD tx: 13%; KB-3-1 cytotox: -3%; HT1080-NT tox: 17%; IL-1B inflam inh: -9; MCF10A rereplic: 2%; HepG2 viability: -4%; SW480 rerep: 16µM*

What do the screens show for `O=C(Nc1cc([N+](=O)[O-])ccc1C(=O)NCCN1CCOCC1)c1ccccc1`?
HT1080 IDH1KD tx: 11%; HT1080-NT tox: 0%; IL-1B inflam inh: -28; S2 tox: inactive; MCF10A rereplic: 12%; ATXN2 expr inh: -10%; HepG2 viability: -7%; SW480 rerep: 2%

Results for CCC(C)[C@H](NC(=O)N1CCCC1)C(=O)OC (some centres not stated) ?
HT1080 IDH1KD tx: 21%; KB-3-1 cytotox: -7%; HT1080-NT tox: 11%; IL-1B inflam inh: 9; S2 tox: inactive; MCF10A rereplic: 4%; ATXN2 expr inh: -5%; HepG2 viability: 93%; SW480 rerep: 0%

What do the screens show for `COc1ccc(NC(=S)NCc2ccc(F)cc2)cc1`?
HT1080 IDH1KD tx: 0%; KB-3-1 cytotox: -10%; HT1080-NT tox: 8%; IL-1B inflam inh: -12; S2 tox: inconclusive; MCF10A rereplic: 1%; HepG2 viability: -20%; SW480 rerep: 1%

What do the screens show for `COc1ccc2c(c1)C(=O)CC(c1ccc(OC)c(OC)c1)O2` (configuration not stated)?
HT1080 IDH1KD tx: 13%; KB-3-1 cytotox: -11%; HT1080-NT tox: 3%; IL-1B inflam inh: 2; S2 tox: inactive; MCF10A rereplic: -15%; ATXN2 expr inh: -11%; HepG2 viability: -5%; SW480 rerep: 5%

What do the screens show for `O=C(c1ccco1)N1CCN(C(=O)C2CCCN(S(=O)(=O)Cc3ccccc3)C2)CC1` (configuration not stated)?
HT1080 IDH1KD tx: 6%; KB-3-1 cytotox: 3%; HT1080-NT tox: 17%; IL-1B inflam inh: 12; S2 tox: inactive; MCF10A rereplic: 0%; ATXN2 expr inh: -5%; HepG2 viability: 1%; SW480 rerep: 1%

What do the screens show for `NC(=O)CN1C(=O)NC2(CCCc3ccccc32)C1=O` (configuration not stated)?
HT1080 IDH1KD tx: 11%; KB-3-1 cytotox: 22%; HT1080-NT tox: 19%; IL-1B inflam inh: -2; S2 tox: inactive; MCF10A rereplic: 2%; ATXN2 expr inh: -6%; HepG2 viability: -2%; SW480 rerep: -2%

What do the screens show for `COc1ccccc1N1CCN(CCCCCCOc2ccc(F)cc2)CC1`?
HT1080 IDH1KD tx: 4%; KB-3-1 cytotox: inconclusive; HT1080-NT tox: -16%; IL-1B inflam inh: -23; S2 tox: inconclusive; MCF10A rereplic: inconclusive; ATXN2 expr inh: inconclusive; HepG2 viability: -60%; SW480 rerep: inconclusive

What do the screens show for `O=c1oc2c3c(ccc2c2ccccc12)OCN(Cc1ccc(Cl)cc1)C3`?
KB-3-1 cytotox: 0%; S2 tox: inactive; ATXN2 expr inh: -16%; HepG2 viability: -19%

Results for COc1nc(N)c(S(=O)(=O)c2ccccc2C)cc1C#N ?
HT1080 IDH1KD tx: -12%; KB-3-1 cytotox: -2%; HT1080-NT tox: 1%; IL-1B inflam inh: -3; S2 tox: inactive; MCF10A rereplic: -20%; ATXN2 expr inh: 13%; HepG2 viability: -9%; SW480 rerep: -4%

How did CCOC(=O)c1sc2ncnc(Nc3cccc(C(=O)O)c3)c2c1C do in these assays?
HT1080 IDH1KD tx: 5%; KB-3-1 cytotox: 16%; HT1080-NT tox: 1%; IL-1B inflam inh: 24; S2 tox: inactive; MCF10A rereplic: 4%; ATXN2 expr inh: -3%; HepG2 viability: 11%; SW480 rerep: inconclusive

How did O=C(CSc1ccc(-c2cccs2)nn1)c1cccs1 do in these assays?
HT1080 IDH1KD tx: -13%; KB-3-1 cytotox: 1%; HT1080-NT tox: 1%; IL-1B inflam inh: -9; S2 tox: inactive; MCF10A rereplic: -1%; ATXN2 expr inh: 0%; HepG2 viability: -18%; SW480 rerep: 0%[1.84 µM]

What do the screens show for `O=C(NCC1c2ccccc2CCN1C(=O)CN1C(=O)c2ccccc2C1=O)C1CCCCC1` (configuration not stated)?
HT1080 IDH1KD tx: 11%; KB-3-1 cytotox: 7%; HT1080-NT tox: 6%; IL-1B inflam inh: 4; S2 tox: inactive; MCF10A rereplic: -30%[inhibitor]; ATXN2 expr inh: 6%; HepG2 viability: 7%; SW480 rerep: -1%

What do the screens show for `CCOc1ccc(S(=O)(=O)N/N=C(\C)c2ccc(Cl)c(Cl)c2Cl)cc1`?
HT1080 IDH1KD tx: -26%; KB-3-1 cytotox: -15%; HT1080-NT tox: -1%; IL-1B inflam inh: 0; S2 tox: inactive; MCF10A rereplic: inconclusive; ATXN2 expr inh: inconclusive; HepG2 viability: -53%; SW480 rerep: 2%

What do the screens show for `COc1ccc(NC(=O)Cn2nnc(C(=O)NCc3ccco3)c2N)c(OC)c1`?
HT1080 IDH1KD tx: -1%; KB-3-1 cytotox: inconclusive; HT1080-NT tox: -8%; IL-1B inflam inh: 54; S2 tox: inactive; MCF10A rereplic: inconclusive; ATXN2 expr inh: 1%&7%; HepG2 viability: -2%&8%; SW480 rerep: 29%

What do the screens show for `CC(=O)c1ccc(S(=O)(=O)Nc2ccc(-c3ccc(N4CCCCC4)nn3)cc2)cc1`?
KB-3-1 cytotox: 8%; S2 tox: inconclusive; ATXN2 expr inh: 28%; HepG2 viability: -26%

What do the screens show for `COc1ccc(OC)c(/C=N\Nc2nccs2)c1`?
HT1080 IDH1KD tx: -19%; KB-3-1 cytotox: -3%; HT1080-NT tox: -26%; IL-1B inflam inh: 5; S2 tox: inactive; MCF10A rereplic: 2%; ATXN2 expr inh: 3%; HepG2 viability: 1%; SW480 rerep: -1%

How did CCCc1c(C(=O)N/N=C/c2c[nH]c3ccccc23)nnn1-c1nonc1N do in these assays?
HT1080 IDH1KD tx: 2%; KB-3-1 cytotox: 1%; HT1080-NT tox: -2%; IL-1B inflam inh: 17; HepG2 viability: -25%

How did COc1ccc(CNC(=O)C(c2ccncc2)N(C(=O)Cc2cccs2)c2ccc(C)cc2)cc1 (configuration not stated) do in these assays?
HT1080 IDH1KD tx: -10%; KB-3-1 cytotox: -6%; HT1080-NT tox: -6%; IL-1B inflam inh: -3; S2 tox: inactive; MCF10A rereplic: inconclusive; ATXN2 expr inh: 19%; HepG2 viability: -17%; SW480 rerep: -1%

Results for O=C(/C=C/c1ccc2ccccc2n1)N1CCN(S(=O)(=O)c2ccc(F)cc2)CC1 ?
HT1080 IDH1KD tx: inconclusive; KB-3-1 cytotox: inconclusive; HT1080-NT tox: -23%; IL-1B inflam inh: -89*; S2 tox: inconclusive; MCF10A rereplic: inconclusive; HepG2 viability: 2%; SW480 rerep: inconclusive

What do the screens show for `O=C(Nc1ccc(S(=O)(=O)NCc2ccccc2)cc1)C1CCCCC1`?
HT1080 IDH1KD tx: -13%; KB-3-1 cytotox: -17%; HT1080-NT tox: -6%; IL-1B inflam inh: 3; S2 tox: inactive; MCF10A rereplic: 2%; ATXN2 expr inh: -19%; HepG2 viability: -24%; SW480 rerep: 3%

What do the screens show for `CCc1ccc(CNC(=O)c2cnc3c(C)cccn3c2=O)cc1`?
KB-3-1 cytotox: 0%; S2 tox: inactive; ATXN2 expr inh: -5%; HepG2 viability: -8%

Results for CCCCC[C@H](C)N1C[C@@H](COCc2ccccc2)Oc2cc(N3CC[C@@H](O)C3)ccc2S1(=O)=O ?
HT1080 IDH1KD tx: inconclusive; KB-3-1 cytotox: -8%; HT1080-NT tox: inconclusive; IL-1B inflam inh: 5; S2 tox: inconclusive; ATXN2 expr inh: -1%

Screening data (PubChem)

Not a hit list. About 8.9% of those tested had a hit in this group.
